SIRT5 inh: blocks human SIRT5 desuccinylation of peptide | Q9NXA8 | Purified SirT5, succinyl-peptide AMC, trypsin-coupled fluorescence | inhibition, % at 15 µM | 330,000 compounds, 1.1% hits | AID 652115; in the data active means inhibition above about 15%; inconclusive means no clear call, values can overlap the other calls
Target sequence (Q9NXA8 whole entry, looked up): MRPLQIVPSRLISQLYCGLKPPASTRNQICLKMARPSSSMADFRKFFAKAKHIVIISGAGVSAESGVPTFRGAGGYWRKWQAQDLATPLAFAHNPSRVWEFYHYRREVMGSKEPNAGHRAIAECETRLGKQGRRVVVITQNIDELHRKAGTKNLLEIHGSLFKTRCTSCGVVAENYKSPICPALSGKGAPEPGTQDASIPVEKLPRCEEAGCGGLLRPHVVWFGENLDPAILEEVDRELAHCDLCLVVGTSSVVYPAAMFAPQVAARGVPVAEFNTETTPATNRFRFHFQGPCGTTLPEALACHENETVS
esBAF inh: SWI/SNF esBAF complex inhibition; mouse ES cells, Bmi1-luciferase knock-in reporter, 24 h; 100% = twice the neutral-well signal; reporter increase, % at 12.5 µM; 350,000 compounds, 2% hits; in the data active means activation above about 40%; inconclusive means no clear call, values can overlap the other calls;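 further: 0% = median of the plate's neutral control wells and 100% = double that signal; a rise in the Bmi1 reporter signal indicates esBAF inhibition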
LGR2 antag: inhibitors of bursicon-induced Drosophila LGR2 receptor cAMP signaling. HEK293 LGR2, CRE-luciferase, bursicon-stimulated, 4 h. inhibition, % at 9.99 µM. 380,000 compounds, 0.35% hits. AID 720647;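 active means drop in luminescence signal, shown as inhibition above about 50% in the replicate tests, limit read from the data, passing the limit was not always enough; inconclusive means probably only some replicates passing the limit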;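 further: agonist challenge used bursicon conditioned medium at about half maximal strength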
Statin myotox sup: suppressors of simvastatin-induced myotoxicity in C2C12 myotubes | ATP luminescence, 48 h; scaled: DMSO 0, geranylgeraniol control 100 | AID 602340 | 330,000 compounds, 0.78% hits | rescue of ATP level, % at 7.49 µM;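 active means mean ATP rescue above about 67%, or every replicate alone reaching that limit, limit read from the data, passing the limit was not always enough; inconclusive means no clear call, values can overlap the other calls; inactive means mean under the limit and some replicate under it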;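 further: myotubes were challenged with 10 µM simvastatin during compound exposure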
S100A4 MyoIIA: S100A4-myosin IIA interaction inhibition | P26447 | S100A4/TAMRA-MyoIIA peptide fluorescence polarization | inhibition, % at 10.7 µM | 360,000 compounds, 0.14% hits | AID 652163;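 active means mean inhibition of at least 70% across replicates, with every replicate also reaching that level; inconclusive means mean inhibition reaches 70% but some replicates fall short; inactive means mean inhibition below 70%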
Target sequence (P26447 whole entry, looked up): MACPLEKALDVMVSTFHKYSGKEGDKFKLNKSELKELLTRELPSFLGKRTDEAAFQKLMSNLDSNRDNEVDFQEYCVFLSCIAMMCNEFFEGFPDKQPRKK
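Material: S100A4 monomer (human). Medium: Calcium-containing HEPES buffer, pH 7.2. Probe or stimulus: labelled myosin peptide probe, 5 nM. Compound dosing: one concentration per compound. Timing: polarization read 5 min after assay mix addition, stable 5–60 min. Benchmarks: DMSO as neutral control, TFP as positive control.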
Casp6 inh: blocks human caspase-6 cleavage activity; inhibition, % at 12.5 µM; purified caspase-6, Z-VEID-R110 cleavage fluorescence; 350,000 compounds, 0.53% hits; P55212; AID 686996;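 active means mean inhibition across replicates at least about 35%, with every replicate also reaching that limit, limit read from the data; inconclusive means only one of the two criteria met; inactive means neither criterion met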;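 further: 0% = median of neutral control wells and 100% = no fluorescence left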
Target sequence (P55212 24-179 limits assumed): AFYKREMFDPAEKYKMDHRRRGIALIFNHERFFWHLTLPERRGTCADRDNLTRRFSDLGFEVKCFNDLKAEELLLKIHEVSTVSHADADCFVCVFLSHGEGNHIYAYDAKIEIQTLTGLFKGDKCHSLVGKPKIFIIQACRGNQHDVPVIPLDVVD
Target sequence (P55212 194-293 limits assumed): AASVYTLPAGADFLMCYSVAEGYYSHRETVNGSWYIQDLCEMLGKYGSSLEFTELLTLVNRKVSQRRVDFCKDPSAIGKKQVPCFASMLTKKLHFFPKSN
FN deposit inh: fibronectin deposition inhibition | AH1F fibroblasts, Alexa488-fibronectin deposition fluorescence, overnight | inhibition, % at 12.6 µM | 350,000 compounds, 0.086% hits | AID 743247;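 active means mean inhibition across replicates of 30% or more, regardless of how many single replicates reach that level; inconclusive means mean under 30% yet at least half of replicates reach 30%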;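 further: positive control wells lacked labelled fibronectin entirely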
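test system = AH1F fibroblasts assembling fluorescent fibronectin matrix | quantity = 10000 AH1F cells per well | buffer or medium = DMEM plus 2% serum, read in PBS | doses = single dose, pinned | incubation = 1 h cell attachment, overnight exposure to compound and label | detection = fluorescence at 485 nm excitation, 525 nm emission | read-out basis = inhibition from reduced deposited-fibronectin fluorescence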
* marks the source's active call; other numbers are inactive results; ? = inconclusive; · = no result given; & = joins results of further samples.

Values in the order: SIRT5 inh, esBAF inh, LGR2 antag, Statin myotox sup, S100A4 MyoIIA, Casp6 inh, FN deposit inh
CCOc1cccnc1Sc1ccccc1
    -4, ·, -20, ·, 2, -2, 8
CC(=O)c1cccc(NC(=O)CCC(=O)c2ccc(F)cc2)c1
    1, 2, -8, -5, 2, -1, -1
O=C(Nc1cc(F)ccc1F)N1CC(=O)N2[C@H](CO)[C@@H](c3ccc(C#CC4CCCCC4)cc3)[C@@H]2C1
    18*, ·, -4, ·, 3, 1, ·
COc1ccc(/C=N/n2cnnc2)cc1COc1ccccn1
    ·, -4, -1, 4, ·, ·, -5
CC(C)CCNC(=O)C1CCCN(S(=O)(=O)c2ccc(-n3cnnn3)cc2)C1 (configuration not stated)
    -3, -3, -12, 10, -4, 0, 0
O=C(c1cccc(-c2nnc(-c3ccccc3)o2)c1)N1CCCCCC1
    ·, 33, -45, 8, ·, ·, 1
C[C@@H]1CN([C@@H](C)CO)C(=O)c2cc(NC(=O)Nc3cccc4ccccc34)ccc2O[C@H]1CN(C)CC1CCCCC1
    0, -6, 14, 4, -6, -2, ·
Cc1ccc(-c2ccc3c(c2)O[C@H](CN(C)Cc2cccnc2)[C@H](C)CN([C@@H](C)CO)S3(=O)=O)cc1
    15*, -4, -20, -20, -6, 0, 1
O=C(N/N=C/c1cc(Br)cc([N+](=O)[O-])c1O)c1ccc(NC(=O)c2ccc(F)cc2)cc1
    -9, 3, 4, 17, -2, -6, 2
CCc1nn(CC(=O)N2CCN(CC)CC2)c(=O)c2cc3sccc3n12
    ·, 3, -15, -5, 2, -4, 12
O=C(NCc1ccc(F)cc1)c1cccc2c1C(=O)c1ccc(N3CCOCC3)cc1S2(=O)=O
    ·, 8, -9, -4, 4, 26, 0
CN(Cc1ncc[nH]1)C(=O)c1cc(COc2c(F)cccc2F)on1
    -4, ·, -7, ·, -1, 0, 11
CC1CCN(C(=O)COC(=O)c2cccc(NS(=O)(=O)c3ccccc3)c2)CC1
    3, 7, -3, 2, 0, -1, 1
CNC(=O)NC(=S)NC(=O)c1ccccc1Cl
    -2, -8, 4, 3, -1, 2, 8
Cc1ccc(-c2nc3c(Cl)cc(C(F)(F)F)cn3c2Cc2ccsc2)cc1
    -4, ·, 2, ·, -4, -4, -4
CC(=O)NCCC(=O)N1CCc2c([nH]c3ccccc23)C1c1cccc(Cl)c1 (configuration not stated)
    ·, ·, -11, ·, -11, 2, 5
CCOC(=O)c1cc2cc3ccccc3cc2[nH]1
    ·, 22, ·, 9, 5, ·, -2
Cc1ccc(C(=O)O)cc1NC(=O)c1ccc2c(c1)C(=O)N(c1ccc([N+](=O)[O-])cc1)C2=O
    1, 0, -8, 13, -22, 2, -4
CN1CCN(c2ccc([N+](=O)[O-])cc2C(=O)Nc2ccccc2)CC1
    2, ·, 13, ·, 1, -3, ·
O=C(Nc1cccc(S(=O)(=O)NC2=NCCC2)c1)c1c(F)cccc1Cl
    -4, 3, -9, 4, -2, -1, ·
CC(C)c1ccc(NC(=O)CSc2nnc(-c3ccccn3)n2C)cc1
    ·, -1, ·, 1, ·, ·, -5
COC(=O)c1cc(=O)n(Cc2ccccc2)c(=NCc2ccccc2)s1
    1, ·, 3, ·, -2, -2, -3
O=C1CN(C(=O)c2cccc(F)c2)C(c2ccc(F)cc2)c2cc(F)ccc2N1 (configuration not stated)
    -2, -2, 2, 6, -2, 1, 9
CCC(=O)N1CC(=O)N2[C@H](CO)[C@@H](c3ccc(-c4cccnc4)cc3)[C@H]2C1
    -3, ·, -8, ·, -14, 1, ·
CC(=O)C1=C(O)CCCC1=NCc1nc2ccccc2[nH]1
    2, ·, ·, ·, -2, 3, 8
O=C(COC(=O)c1ccccc1)Nc1cc(S(=O)(=O)N2CCCCCC2)ccc1Cl
    -1, 13, 26, -5, 1, 0, 14
O=C(Cn1c(=O)oc2cc(S(=O)(=O)N3CCCC3)ccc21)Nc1ccccn1
    9, 0, -2, -2, -7, -2, ·
COc1cc(C2C(C#N)=C(N)Oc3c2ccc2ccccc32)ccc1OCC(=O)Nc1ccc(C)cc1 (configuration not stated)
    20*, 4, -4, -14, -1, 0, -3
Cc1c(Cl)cccc1NC(=O)CCN1CCN(CCO)CC1
    -5, 5, -18, 4, 1, -7, -1
C/C(=N/NS(=O)(=O)c1ccc(C)c(C)c1)c1ccncc1
    4, ·, 0, ·, 0, -2, ·
O=C(N/C(=C\c1cccc([N+](=O)[O-])c1)C(=O)N1CCOCC1)c1cccc(Br)c1
    -2, ·, -3, ·, 23, 3, -5
C[C@@H]1CCCCO[C@H](CN(C)Cc2ccc(C(F)(F)F)cc2)[C@@H](C)CN([C@H](C)CO)C(=O)c2cc(N(C)C)ccc2O1
    0, -12, 3, ·, -7, 5, ·
O=C(C[C@H]1C[C@@H]2c3cc(NC(=O)Nc4ccc(F)cc4)ccc3O[C@@H]2[C@H](CO)O1)NC1CCCC1
    -2, -1, 5, -7, 2, -4, -5
CCCN(C)C[C@@H]1OCCCC[C@@H](C)Oc2ccc(N(C)C)cc2C(=O)N([C@H](C)CO)C[C@@H]1C
    8, 0, 9, -15, 1, -11, ·
CCCc1cn([C@H]2C[C@@H]3O[C@H](CO)CC[C@@H]3O[C@@H]2CCc2ccc(-c3cccc(OC)c3)cc2)nn1
    5, ·, ·, ·, 1, -1, ·
CCOC(=O)C(C)Oc1cccc2c(=O)n(CC(=O)Nc3cccc(OC)c3)ccc12 (configuration not stated)
    -11, -12, 3, 0, 2, -1, 1
COc1cc(-c2nc3n(n2)C(c2ccc(F)cc2)C2=C(CCCC2=O)N3)cc(OC)c1OC (configuration not stated)
    1, -4, -4, 35, -1, 1, -16
C[C@@H]1CN([C@H](C)CO)C(=O)Cc2cc(NS(=O)(=O)c3ccc(F)cc3)ccc2O[C@@H]1CN(C)C(=O)NC1CCCCC1
    -4, -3, 2, 16, 0, 1, ·
C[C@@H]1CN([C@@H](C)CO)C(=O)c2cc(Br)cnc2O[C@@H]1CN(C)S(C)(=O)=O
    -3, -6, -8&-16, 7, 11, 1, 0&-4
Cc1noc(C)c1NC(=O)Nc1ccc2c(c1)CC(=O)N([C@H](C)CO)C[C@@H](C)[C@@H](CN(C)C)O2
    -2, -1, 1, 1, -5, -1, ·
CCOc1ccc(NC(=O)CN(C)C(=O)c2ccccc2Cc2ccccc2)cc1OCC
    -6, 1, 3, 8, -3, 12, -3
Cc1c(NC(=O)C2(c3ccccc3)CCCC2)c(=O)n(-c2ccccc2)n1C
    ·, -6, ·, 3, ·, ·, -4
COc1cccc(C(=O)N2CCN(Cc3cc(Br)ccc3OC)CC2)c1
    ·, 11, -9, -22, ·, ·, ·
C/C(=N/NC(=O)c1nnn(-c2nonc2N)c1COc1ccccc1)c1ccccc1Cl
    -7, -7, 12, 2, -4, -5, 2
CC1CC(C)(C)CC2(C1)NC(=O)N(CC(=O)NCc1ccccc1F)C2=O (configuration not stated)
    -2, 2, -6, -9, 2, -1, -3
Cc1oc2cc3oc(=O)cc(C)c3cc2c1C
    -7, ?, -4, 14, -4, 1, 1
Cc1cc(S(=O)(=O)Nc2ccc(N(C)C)cc2)c(C)s1
    ·, 2, -4, 10, ·, ·, 6
Cn1c(/N=C(\N)c2ccccc2)nc2ccccc21
    -2, 83*, -2, 13, 10, 0, -27
Cc1ccc(NC(=O)N(C)c2ccccc2)cc1
    -4, 23, -25, 4, 3, -10, 3
O=C(C[C@@H]1CC[C@H](NC(=O)c2cccc(F)c2)[C@H](CO)O1)Nc1nccs1
    11, 4, 6, -5, -5, 0, 6
Cc1cccc(C)c1NC(=O)C1C(c2ccc3c(c2)OCO3)=Nc2ccccc2N1C(=O)c1ccccc1 (configuration not stated)
    1, ·, -5, ·, -3, -2, 3
COc1ccc(-n2c(O)cnc2Nc2nc(C)cc(C)n2)cc1OC
    -4, -1, -9, -1, 0, -3, ·
Cc1ccc(NC2CCCN(C(=O)CCc3scnc3C)C2)cc1C (configuration not stated)
    -1, -1, 1, 3, -94, 2, -15
CC(C)CN(C(=O)Cn1c(Cl)nc2c1c(=O)n(C)c(=O)n2C)C1CCS(=O)(=O)C1 (configuration not stated)
    -2, 5, 13, 11, -9, 3, 6
O=C(C(=O)N1CCN(c2ccccc2F)CC1)c1ccccc1
    ·, ·, -12, ·, 0, -4, -10
CSc1ccccc1-c1n[nH]c(=S)o1
    ·, ·, -13, ·, -4, ·, 0
CCN(CC)CCNC(=O)c1c(O)c2c([nH]c1=O)CCCC2
    1, 3, -2, 6, -1, -31, ·
O=C(c1cccs1)N(Cc1ccccn1)Cc1ccco1
    ·, 4, -16, -15, ·, ·, 5
OCCNc1nc(-c2ccccc2)c2cc(Cl)ccc2n1
    1, -5, -12, 1, 1, 3, -5
O=C(NNS(=O)(=O)c1ccccc1[N+](=O)[O-])c1ccc(O)cc1
    ·, -8, ·, -2, ·, ·, -4

Next section
Values in the order: SIRT5 inh, esBAF inh, LGR2 antag, Statin myotox sup, S100A4 MyoIIA, Casp6 inh, FN deposit inh
C[C@H]1CCCCO[C@@H](CN(C)C(=O)CCCN(C)C)[C@@H](C)CN([C@@H](C)CO)C(=O)c2cc(NC(=O)c3ccccc3)ccc2O1
    5, -5, 3, 16, 3, -33, ·
CCOC(=O)[C@@H](C)NS(=O)(=O)N(Cc1ccccc1)[C@H](C(=O)OC)C(C)C
    ·, 2, -5, -1, -4, -3, -13
O=C(CCNC(=O)c1ccc([N+](=O)[O-])cc1)NNC(=O)c1ccncc1
    -1, -5, 2, 10, 5, 2, 5
Nn1c(SCc2cc([N+](=O)[O-])cc3c2OCOC3)nnc1-c1cccnc1
    3, ·, ·, ·, -1, 0, 8
Cc1ccc(S(=O)(=O)N2CCN(C(=O)c3ccc(Br)o3)CC2)c(C)c1
    -2, 4, 3, 37, -4, -2, -6
C[C@@H]1CN([C@@H](C)CO)C(=O)c2cc(NS(=O)(=O)c3ccc(F)cc3)ccc2O[C@H]1CN(C)S(=O)(=O)c1cccs1
    0, 5, 3, ?, 12, 2, -9
CCOC(=O)C1=C(c2ccccc2)NC(=O)NC1c1cc(OC)c(O)c([N+](=O)[O-])c1 (configuration not stated)
    -4, -3, -5, 14, 0, 4, -2
COc1ccc(C(=O)N2CCN(c3cccc(Cl)c3)CC2)cc1S(=O)(=O)NC1CC1
    -2, -13, -21, -27, -13, 1, ·
COc1cccc(COC(=O)c2c(C)nn(-c3ccccc3)c2Cl)c1OC
    4, -2, -7, -9, 0, 2, 3
CCOC(=O)c1c(NC(=O)CN2C(=O)N(C)C3(CCCCC3)C2=O)sc(C(=O)N(C)C)c1C
    1, -4, 6, 19, 2, 2, 2
CC1C(=O)C(C)C(c2ccccc2)N(N=O)C1c1ccccc1 (configuration not stated)
    -2, 0, 0, -7, 14, -3, 6
CC(C)[C@H](NC(=O)NCc1ccc(F)cc1)C(=O)O
    -5, 7, 2, -28, -4, 0, 0
C[C@H](CO)N1C[C@H](C)[C@@H](CN(C)C(=O)NC2CCCCC2)Oc2cc(-c3cccnc3)ccc2S1(=O)=O
    6, 2, 2, 9, 5, 0, -23
O=C(NCC(=O)N1CCN(c2ccccc2)CC1)c1cccs1
    -1, 9, -10, 7, 0, 3, 2
CC(=O)c1ccccc1C(=O)NCc1cccnc1
    ·, -12, 4, 6, ·, ·, 1
COc1ccc(NC(=O)N(C)C[C@H]2Oc3ccc(NC(=O)Cc4cn(C)c5ccccc45)cc3C(=O)N([C@H](C)CO)C[C@H]2C)cc1
    0, 1, -11, ·, -3, 0, ·
Cn1cnc(CCNC(=O)C[C@@H]2CC[C@H]3[C@@H](COC[C@H](O)CN3C(=O)Nc3ccc(F)cc3)O2)c1
    -2, 9, -1, -3, 5, 0, -10

The list is partial (hit frequency here may not be typical).
